Assay outcomes: PubChem BioAssay, several laboratories
PMI act satM6P: increases human PMI activity with near-saturating mannose 6-phosphate. P34949. coupled PMI enzyme assay, resazurin fluorescence, 20 min; active compounds read high; 1 = untreated enzyme, 0 = substrate-free blank. activation factor at 20 µM. 190,000 compounds, 0.34% hits;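 active = activation factor of 2 or more at 20 µM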
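Material: human phosphomannose isomerase with PGI, G6PDH, diaphorase coupling enzymes / Reagent: Man-6-P substrate 1.0 mM / Dosing: single compound dose of 20 µM, 1% DMSO final / Incubation: enzyme reaction with compound 20 min at room temperature / Signal: resorufin fluorescence (Ex 544/Em 590 nm) from resazurin via diaphorase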
HMGR II inh: inhibitors of class II HMG-CoA reductase from Enterococcus faecalis; purified E. faecalis HMGR, NADPH absorbance 340 nm kinetic; inhibition, % at 10 µM; 190,000 compounds, 0.41% hits; AID 1066;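 active = inhibition above a set limit, the median over all tested compounds plus 3 SD, cut at about 9.5% in these data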;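 note: enzyme runs in reverse so mevalonate oxidation gives rising NADPH absorbance; 0% = complete reaction with DMSO and 100% = background rate lacking mevalonate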
TNAP inh hiacc: inhibitors of human TNAP at high phosphate acceptor concentration; purified TNAP, CDP-star luminescence, 1 M DEA; inhibition, % at 20 µM; 200,000 compounds, 0.03% hits;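 active = over 50% inhibition of tissue-nonspecific alkaline phosphatase at 20 µM in the single-dose screen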;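 note: plate controls were DMSO wells for no effect and EDTA-quenched wells as full inhibition for full effect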
Target sequence (P05186 whole entry, looked up): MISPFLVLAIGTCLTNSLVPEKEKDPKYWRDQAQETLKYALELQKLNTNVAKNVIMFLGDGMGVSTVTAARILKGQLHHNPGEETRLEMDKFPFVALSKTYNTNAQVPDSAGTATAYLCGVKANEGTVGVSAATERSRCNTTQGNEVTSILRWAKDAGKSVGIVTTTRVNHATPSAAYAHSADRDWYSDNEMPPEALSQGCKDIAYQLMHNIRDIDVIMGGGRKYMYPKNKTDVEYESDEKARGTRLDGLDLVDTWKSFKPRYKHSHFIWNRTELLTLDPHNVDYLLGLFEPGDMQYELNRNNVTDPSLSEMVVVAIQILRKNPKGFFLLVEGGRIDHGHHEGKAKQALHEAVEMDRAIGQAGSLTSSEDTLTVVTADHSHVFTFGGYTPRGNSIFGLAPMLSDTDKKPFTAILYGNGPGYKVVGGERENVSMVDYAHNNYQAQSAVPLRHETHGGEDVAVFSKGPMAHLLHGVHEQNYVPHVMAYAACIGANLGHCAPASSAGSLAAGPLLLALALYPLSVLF
G6PDH counter: inhibits Leuconostoc G6PDH, flagging false hits in G6PDH-based assays | Purified L. mesenteroides G6PDH, diaphorase/resazurin coupled fluorescence, 45 min | inhibition, % at 5 µM | 200,000 compounds, 0.12% hits | AID 1020; in the data active = inhibition above about 50%
Diaph act CS: activates diaphorase or chemically reduces, flagging diaphorase assay artifacts. activation factor at 20 µM. Diaphorase/resazurin coupled assay, resorufin fluorescence, 16 min; active compounds read high; 1 = vehicle wells, 0 = NADH-free wells. 190,000 compounds, 0.005% hits;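 active = diaphorase activity raised at least twofold by the compound at 20 µM; inactive = activation factor below 2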
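Material: Purified diaphorase enzyme from Clostridium kluyveri | Buffer or medium: 50 mM HEPES pH 7.4 with 4.542 mM MgCl2, 0.005% Tween 20 | Times: 16 min enzyme reaction, ambient temperature | Signal: Red resorufin fluorescence at 544/590 nm excitation/emission | Measure: Increased resorufin signal from activators or reducing compounds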
PMI activator: increases human mannose-6-phosphate isomerase activity. purified human PMI, coupled resazurin fluorescence, 20 min; active compounds read high; 1 = vehicle control, 0 substrate-free wells. 190,000 compounds, 0.005% hits. P34949. AID 1214. activation factor at 20 µM;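 active = activation factor of 2 or more at 20 µM, relative to plate controls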
Diaphorase inh: counter-screen for diaphorase-based assays: diaphorase inhibitors and chemical oxidizers; diaphorase resazurin-to-resorufin fluorescence, NADH, 16 min; bacterial (C. kluyveri) enzyme, not human; inhibition, % at 20 µM; 190,000 compounds, 0.69% hits; AID 1217;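 active = primary screen inhibition at 20 µM above a set limit, cut at about 50% in these data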;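 note: plate controls were DMSO with full reaction for no effect and wells lacking NADH for full effect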
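Detection: fluorescence of resorufin formed from resazurin, Ex 544/Em 590 nm; test system: Clostridium kluyveri diaphorase enzyme; amount: 0.14 U/mL diaphorase, enzyme working solution; times: 16-min room-temperature incubation before reading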
TNAP act hi DEA: increases human TNAP activity under high phosphate acceptor concentration. purified TNAP, CDP-star luminescence, 1 M DEA, 30 min; active compounds read high; 0 = EDTA background, 1 = DMSO-only activity. activation factor at 20 µM. 200,000 tested, under 10 active. AID 1136;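 active = activation factor at least 2 at 20 µM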
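Test system – human TNAP · Doses – 20 µM single point · Incubation – 30 min, room temperature · Signal – luminescent substrate turnover signal · Read-out basis – activation factor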
FLuc act counter: affects firefly luciferase, flagging false hits in luciferase stimulation screens. ATPlite luciferase biochemical, luminescence, 10 min; 0 = ATP-free wells, 1 = DMSO control. 200,000 tested, under 10 active. activation factor at 10 µM. AID 1027;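 active = luciferase activation factor, scaled between plate controls, of at least 2 with compound at 10 µM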
Target sequence (P08659 whole entry, looked up): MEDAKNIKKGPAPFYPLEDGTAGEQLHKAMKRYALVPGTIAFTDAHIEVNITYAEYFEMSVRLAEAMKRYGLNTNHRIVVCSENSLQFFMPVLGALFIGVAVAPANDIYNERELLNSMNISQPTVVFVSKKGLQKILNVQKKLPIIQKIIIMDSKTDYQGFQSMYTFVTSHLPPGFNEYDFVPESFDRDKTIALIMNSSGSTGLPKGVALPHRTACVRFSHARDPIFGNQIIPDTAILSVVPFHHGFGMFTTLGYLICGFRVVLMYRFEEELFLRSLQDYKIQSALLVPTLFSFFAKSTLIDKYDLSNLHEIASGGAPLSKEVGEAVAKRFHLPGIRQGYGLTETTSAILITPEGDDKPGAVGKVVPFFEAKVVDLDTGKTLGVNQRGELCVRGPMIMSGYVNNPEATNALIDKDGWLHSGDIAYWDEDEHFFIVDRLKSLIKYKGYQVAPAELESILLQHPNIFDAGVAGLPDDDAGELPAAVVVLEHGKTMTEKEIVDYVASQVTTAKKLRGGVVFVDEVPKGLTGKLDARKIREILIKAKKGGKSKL
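Assay system: Luciferase/luciferin detection reagent, cell-free biochemical luciferase assay / Also added: ATP substrate / Schedule: 10 min at ambient temperature / Measured by: luminescence measurement of luciferase light output / Benchmarks: low control with PBS replacing ATP, high control enzyme plus ATP without compound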
TNAP inh noacc: TNAP (human) inhibition, acceptor-free conditions; AID 1012; purified TNAP, CDP-star luminescence, 30 min; inhibition, % at 20 µM; P05186; 200,000 compounds, 0.26% hits;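 active = tissue-nonspecific alkaline phosphatase inhibition above about 50% at 20 µM in the single-dose screen, limit read from the data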;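 note: 0% = DMSO negative control and 100% = EDTA positive control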
Numbers without * were called inactive.

Screening O=c1c2ccccc2nc2n1C(CSCc1ccccc1)CS2 (stereo unspecified) returned PMI act satM6P 1, HMGR II inh -2.0, TNAP inh hiacc -3.4, G6PDH counter -3.8, Diaph act CS 0.9, PMI activator 1, Diaphorase inh 9.4, TNAP act hi DEA 1, FLuc act counter 1 and TNAP inh noacc -7.4.
`CCN(CC)S(=O)(=O)c1cc(C(=O)OCC(=O)Nc2cccc(C)c2C)ccc1F` gave PMI act satM6P 0.9, HMGR II inh -0.7, TNAP inh hiacc -2.9, G6PDH counter -28.0, Diaph act CS 0.7, PMI activator 0.9, Diaphorase inh 27.6, TNAP act hi DEA 1, FLuc act counter 1 and TNAP inh noacc -17.4.
`CCC(=O)Nc1c(C(=O)Nc2cccc(OC)c2)oc2ccccc12` gave PMI act satM6P 0.9, HMGR II inh -10.1, TNAP inh hiacc -7.5, G6PDH counter 10.3, Diaph act CS 0.8, PMI activator 1, Diaphorase inh 18.2, TNAP act hi DEA 1.1, FLuc act counter 1 and TNAP inh noacc -9.9.
Cc1ccc(S(=O)(=O)CNC(=S)c2cccc(Cl)c2)cc1 was read as PMI act satM6P 1.1, HMGR II inh -5.1, TNAP inh hiacc -0.8, G6PDH counter 8.3, Diaph act CS 0.6, PMI activator 1.1, Diaphorase inh 44.9, TNAP act hi DEA 1, FLuc act counter 1.1 and TNAP inh noacc 1.1.
COc1ccc(NC(=O)c2cccnc2Nc2ccc(OC)cc2)cc1 was read as PMI act satM6P 0.8, HMGR II inh 0.5, TNAP inh hiacc -2.6, G6PDH counter 6.2, Diaph act CS 0.8, PMI activator 0.8, Diaphorase inh 22.3, TNAP act hi DEA 1, FLuc act counter 1 and TNAP inh noacc -7.1.
Screening COc1ccc(S(=O)(=O)CCC(=O)Nc2ccc(OC)cc2OC)cc1 returned PMI act satM6P 1.1, HMGR II inh -2.0, TNAP inh hiacc -0.9, G6PDH counter 3.2, Diaph act CS 1, PMI activator 1.1, Diaphorase inh -0.2, TNAP act hi DEA 1, FLuc act counter 1 and TNAP inh noacc -9.8.
`Cn1c(=O)cc(OCCCC(=O)N2CCN(Cc3ccc4c(c3)OCO4)CC2)c2ccccc21` gave PMI act satM6P 0.9, HMGR II inh -4.5, TNAP inh hiacc 0.6, G6PDH counter 5.6, Diaph act CS 0.9, PMI activator 0.9, Diaphorase inh 12.5, TNAP act hi DEA 1, FLuc act counter 1 and TNAP inh noacc -4.4.
Screening NC(=O)c1cc(NC(=O)c2cc(Br)c(Br)s2)cc(C(N)=O)c1 returned PMI act satM6P 1.1, HMGR II inh -3.4, TNAP inh hiacc -1.4, G6PDH counter -6.5, Diaph act CS 1.2, PMI activator 1, Diaphorase inh -19.5, TNAP act hi DEA 1, FLuc act counter 1 and TNAP inh noacc -4.2.
Screening O=C(Cn1c(=O)oc2cc(S(=O)(=O)NCc3ccccc3)ccc21)NCc1ccco1 returned PMI act satM6P 1.1, HMGR II inh -5.6, TNAP inh hiacc -1.7, G6PDH counter 5.3, Diaph act CS 1, PMI activator 1, Diaphorase inh 2.8, TNAP act hi DEA 1, FLuc act counter 1 and TNAP inh noacc -6.0.
Cc1cc(C#N)c(C)n1-c1cc(S(=O)(=O)N2CCOCC2)ccc1N1CCCC1 was read as PMI act satM6P 1, HMGR II inh 1.0, TNAP inh hiacc -4.1, G6PDH counter -2.5, Diaph act CS 0.8, PMI activator 0.8, Diaphorase inh 15.4, TNAP act hi DEA 1, FLuc act counter 1.1 and TNAP inh noacc -11.5.
Screening COc1ccc(OC)c(-c2cc(C(=O)NCc3ccco3)no2)c1 returned PMI act satM6P 1.1, HMGR II inh -2.1, TNAP inh hiacc -4.7, G6PDH counter 0.2, Diaph act CS 0.9, PMI activator 0.9, Diaphorase inh 7.4, TNAP act hi DEA 1, FLuc act counter 1 and TNAP inh noacc -16.2.
Screening NC(=O)Cc1nc(-c2ccccc2)cs1 returned PMI act satM6P 1.1, HMGR II inh -10.7, TNAP inh hiacc 0.7, G6PDH counter -5.2, Diaph act CS 1, PMI activator 1.1, Diaphorase inh 4.7, TNAP act hi DEA 1, FLuc act counter 1 and TNAP inh noacc -4.2.
CC(N=C1NS(=O)(=O)c2ccccc21)C(=O)NCc1ccc2c(c1)OCO2 (stereo unspecified) was read as PMI act satM6P 1, HMGR II inh -3.0, TNAP inh hiacc -6.0, G6PDH counter -0.8, Diaph act CS 0.8, PMI activator 1, Diaphorase inh 16.6, TNAP act hi DEA 1.1, FLuc act counter 1.1 and TNAP inh noacc -20.5.
For OCCNc1nc(-c2cccnc2)nc2ccccc12 the results were PMI act satM6P 1.1, HMGR II inh -4.2, TNAP inh hiacc -10.4, G6PDH counter 4.6, Diaph act CS 1.1, PMI activator 1, Diaphorase inh -12.3, TNAP act hi DEA 1.1, FLuc act counter 1 and TNAP inh noacc -14.4.
`Cc1c(-c2ccc(F)cc2)nc(N)c(C#N)c1-c1ccco1` gave PMI act satM6P 0.5, HMGR II inh -6.1, TNAP inh hiacc -2.5, G6PDH counter -1.9, Diaph act CS 0.8, PMI activator 0.6, Diaphorase inh 17.8, TNAP act hi DEA 1, FLuc act counter 1 and TNAP inh noacc -10.8.
Cc1ccc2c(c1)C=CC(C)(C)S2=O (stereo unspecified) was read as PMI act satM6P 0.9, HMGR II inh -3.6, TNAP inh hiacc -5.2, G6PDH counter 19.3, Diaph act CS 0.9, PMI activator 0.9, Diaphorase inh 12.8, TNAP act hi DEA 1.1, FLuc act counter 1 and TNAP inh noacc -6.4.
Screening Cc1[nH]c2ccccc2c1C(C[N+](=O)[O-])c1cccs1 (stereo unspecified) returned PMI act satM6P 1, HMGR II inh 1.5, TNAP inh hiacc -1.6, G6PDH counter 5.9, Diaph act CS 0.8, PMI activator 0.9, Diaphorase inh 15.9, TNAP act hi DEA 1, FLuc act counter 1 and TNAP inh noacc -7.7.
`Cc1cc(C(=O)NC(C)Cc2ccccc2)cc(C)c1[N+](=O)[O-]` (stereo unspecified) gave PMI act satM6P 1, HMGR II inh 1.1, TNAP inh hiacc -5.5, G6PDH counter 3.4, Diaph act CS 0.3, PMI activator 1, Diaphorase inh 68.9*, TNAP act hi DEA 1.1, FLuc act counter 1 and TNAP inh noacc -7.6.
`C=C(Cl)COc1ccc2c(CCC)cc(=O)oc2c1` gave PMI act satM6P 1, HMGR II inh -3.2, TNAP inh hiacc -1.1, G6PDH counter 0.7, Diaph act CS 0.9, PMI activator 1, Diaphorase inh 9.7, TNAP act hi DEA 1, FLuc act counter 1.1 and TNAP inh noacc -14.1.
Screening Cc1oc(/C=N/NC(=O)CN(c2ccccc2Cl)S(C)(=O)=O)cc1Br returned PMI act satM6P 0.9, HMGR II inh -4.8, TNAP inh hiacc -2.2, G6PDH counter 7.6, Diaph act CS 0.8, PMI activator 1, Diaphorase inh 22.5, TNAP act hi DEA 1, FLuc act counter 1 and TNAP inh noacc -15.1.

Of the compounds above, these contain a nitro group on carbon.
Screening Cc1[nH]c2ccccc2c1C(C[N+](=O)[O-])c1cccs1 (stereo unspecified) returned PMI act satM6P 1, HMGR II inh 1.5, TNAP inh hiacc -1.6, G6PDH counter 5.9, Diaph act CS 0.8, PMI activator 0.9, Diaphorase inh 15.9, TNAP act hi DEA 1, FLuc act counter 1 and TNAP inh noacc -7.7.
`Cc1cc(C(=O)NC(C)Cc2ccccc2)cc(C)c1[N+](=O)[O-]` (stereo unspecified) gave PMI act satM6P 1, HMGR II inh 1.1, TNAP inh hiacc -5.5, G6PDH counter 3.4, Diaph act CS 0.3, PMI activator 1, Diaphorase inh 68.9*, TNAP act hi DEA 1.1, FLuc act counter 1 and TNAP inh noacc -7.6.

Further structures.
CCc1ccc(N2CC(C(=O)Nc3cccnc3)CC2=O)cc1 (stereo unspecified) was read as PMI act satM6P 1, HMGR II inh -1.5, TNAP inh hiacc -6.4, G6PDH counter 5.9, Diaph act CS 0.8, PMI activator 0.9, Diaphorase inh 15.4, TNAP act hi DEA 1.1, FLuc act counter 1 and TNAP inh noacc -12.9.
`Cc1ccc(C(O)c2ccncc2)cc1` (stereo unspecified) gave PMI act satM6P 1, HMGR II inh -2.6, TNAP inh hiacc -13.4, G6PDH counter 7.9, Diaph act CS 0.9, PMI activator 1.1, Diaphorase inh 14.0, TNAP act hi DEA 1.1, FLuc act counter 1.1 and TNAP inh noacc -8.4.
For CC(C(=O)Nc1ncn[nH]1)N1C(=O)c2ccccc2C1=O (stereo unspecified) the results were PMI act satM6P 1.1, HMGR II inh -4.9, TNAP inh hiacc -6.1, G6PDH counter 7.1, Diaph act CS 1.2, PMI activator 1.2, Diaphorase inh -17.7, TNAP act hi DEA 1.1, FLuc act counter 1 and TNAP inh noacc -8.1.
`O=C1C(Cl)=C(NCCc2ccccc2)C(=O)N1CCc1ccccc1` gave PMI act satM6P 1.1, HMGR II inh -1.4, TNAP inh hiacc 0.7, G6PDH counter 3.4, Diaph act CS 1, PMI activator 1.1, Diaphorase inh -3.7, TNAP act hi DEA 1, FLuc act counter 0.9 and TNAP inh noacc 16.5.
Screening Cc1ccc(NC(=O)C2CC(=O)OC23CCOC(C)(C)C3)cc1 (stereo unspecified) returned PMI act satM6P 1.1, HMGR II inh -6.8, TNAP inh hiacc -13.9, G6PDH counter 1.0, Diaph act CS 1, PMI activator 1.1, Diaphorase inh 0.4, TNAP act hi DEA 1.1, FLuc act counter 1.1 and TNAP inh noacc -19.9.
CN1CCN(NC(=S)Nc2ccccc2)CC1 was read as PMI act satM6P 1.1, HMGR II inh 2.7, TNAP inh hiacc 3.6, G6PDH counter -1.3, Diaph act CS 1, PMI activator 1.1, Diaphorase inh 0.0, TNAP act hi DEA 1, FLuc act counter 1 and TNAP inh noacc -9.3.
Screening CC(=O)c1cccc(NC(=O)C2CCCC2)c1 returned PMI act satM6P 1, HMGR II inh -5.1, TNAP inh hiacc -1.7, G6PDH counter 1.4, Diaph act CS 0.9, PMI activator 1, Diaphorase inh 6.1, TNAP act hi DEA 1, FLuc act counter 1 and TNAP inh noacc -8.0.
